# NPY Y2 blocker: NPY-Y2 receptor antagonists, primary screen, cell-based | Neuropeptide Y receptor type 2 (Homo sapiens), P49146 | NPY-Y2 expressing cells, antagonist mode | inhibition, % at 2.7 µM | 140,000 tested, 0.99% active; in the data active means inhibition above about 17%;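 further: 0% = vehicle with agonist challenge and 100% = reference antagonist with challenge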
# Target sequence (P49146 whole entry, looked up): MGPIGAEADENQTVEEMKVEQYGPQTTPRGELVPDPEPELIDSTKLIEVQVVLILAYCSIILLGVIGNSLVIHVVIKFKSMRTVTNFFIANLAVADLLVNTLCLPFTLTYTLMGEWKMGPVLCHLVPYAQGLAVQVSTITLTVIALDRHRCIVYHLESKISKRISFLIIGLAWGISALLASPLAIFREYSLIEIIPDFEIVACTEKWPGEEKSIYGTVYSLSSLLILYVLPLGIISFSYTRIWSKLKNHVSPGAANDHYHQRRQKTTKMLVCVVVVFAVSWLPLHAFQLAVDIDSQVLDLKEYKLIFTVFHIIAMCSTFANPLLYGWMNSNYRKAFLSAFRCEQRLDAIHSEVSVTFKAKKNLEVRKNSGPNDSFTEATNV
# MRP-1 activ: H69AR viability gain despite doxorubicin, primary screen, MRP-1 activator project, H69AR cells, CellTiter-Glo; viability rescue; viability increase, % at 10 µM; 140,000 tested, 0.61% active; AID 799, 2007;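 active means viability gain under doxorubicin at or above a set limit, the compound median plus 3 SD, cut at about 4.7% in these data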;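 further: MRP-1 overexpressing cells given doxorubicin 25 µM after compound pretreatment; 18-22 h compound pretreatment then 72 h with doxorubicin before readout; 0% = doxorubicin-only wells and 100% = vehicle-treated cells without doxorubicin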
# Phagocytosis inh: inhibitors of macrophage phagocytosis, primary screen, imaging, J774A.1 cells, IgG beads; J774A.1 macrophage IgG-bead phagocytosis; inhibition, % at 5 µM; 110,000 tested, 0.07% active; AID 1029, 2008;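 active means inhibition above the mean of the plate negative controls plus 5 SD, cut at about 13% in these data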;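 further: phagocytic index as fraction of beads internalized from green versus red external bead signal; plate controls were DMSO negative control for no effect and cytochalasin-D positive control for full effect; some results beyond the cut were filed as inactive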
# Yeast life ext: compounds extending yeast replicative lifespan, primary screen, S. cerevisiae, OD615 | 130,000 tested, 0.68% active | inhibition of the nicotinamide effect, % at 10 µM | S. cerevisiae growth with nicotinamide; deaD strain in restrictive glucose medium | AID 775, 2007;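 active means inhibition above a set limit, placed 3 SD over the median of all compounds, cut at about 26% in these data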;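 further: 0% = nicotinamide-treated wells and 100% = cells grown without nicotinamide; some compounds called inactive have numbers as strong as hits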
#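 Assay system: engineered S. cerevisiae DeaD replicative-lifespan strain, galactose-grown log-phase cells; medium: restrictive CSMM-D dextrose medium; also added: nicotinamide, 1.5 mM, co-present with compound; schedule: 48 h compound exposure at 30 °C, humidified; detection: absorbance at 615 nm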
# GALR2 antag: GALR2 antagonists in receptor-expressing cells, primary screen. Galanin receptor type 2 (Homo sapiens), O43603. inhibition, % at 4 µM. 140,000 tested, 0.39% active. antagonist mode. AID 828, 2007; in the data active means inhibition above about 27%;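 further: cells stimulated with galanin 1-16 at roughly its EC80; 0% = agonist challenge control and 100% = basal control without agonist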
# Target sequence (O43603 whole entry, looked up): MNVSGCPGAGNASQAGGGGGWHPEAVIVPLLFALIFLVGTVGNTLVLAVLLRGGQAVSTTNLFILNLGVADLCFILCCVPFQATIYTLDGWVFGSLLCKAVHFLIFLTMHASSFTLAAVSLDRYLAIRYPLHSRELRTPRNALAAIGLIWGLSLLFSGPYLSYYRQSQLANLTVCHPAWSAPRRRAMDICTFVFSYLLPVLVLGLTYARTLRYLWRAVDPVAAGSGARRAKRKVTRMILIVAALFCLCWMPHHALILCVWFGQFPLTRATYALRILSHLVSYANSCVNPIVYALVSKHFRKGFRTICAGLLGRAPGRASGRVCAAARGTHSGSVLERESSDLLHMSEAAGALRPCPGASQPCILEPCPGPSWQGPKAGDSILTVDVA
# BB579 growth dn: growth inhibitors of yeast BB579 in restrictive medium, primary screen, yeast lifespan-shortening project, S. cerevisiae | inhibition, % at 10 µM | OD615, 48 h | AID 804, 2007 | 140,000 tested, 0.51% active;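 active means inhibition above a set limit, 3 SD over the mean compound inhibition, cut at about 44% in these data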; further: inactives centre near -24
#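 Assay system – yeast BB579 (DeaD) · Dosing – single compound dose of 10 µM, 0.25% DMSO final · Detection – OD615 turbidity measurement · Buffer or medium – CSMM-D restrictive synthetic medium containing dextrose (glucose) · Benchmarks – positive control amphotericin B 10 µg/mL · Incubation – 48 h exposure, 30 °C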
# E-sel TNF inh: E-selectin induction blockers in HUVEC – imaging, immunofluorescence, high content, primary screen; HUVEC TNFa-induced E-selectin immunofluorescence; inhibition, % at 2 µM; 120,000 tested, 0.71% active; AID 1246, 2008;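 active means inhibition above the batch mean plus 3 SD, and confirmed as a hit on visual image review, cut at about 43% in these data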;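 further: 0% = TNF-stimulated DMSO wells and 100% = unstimulated control wells; not every result past the cut was called active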
# Measles CPE: compounds protecting cells from measles virus cytopathic effect, primary screen, measles RdRp inhibitor project, single point, MLSMR library, absorbance | protection (pct of control), % at 4 µM | AID 841, 2007 | Measles virus-infected cells, CPE protection | 140,000 tested, 1.5% active; in the data active means protection mostly above about 24%, no sharp cut-off; inactive means mostly below about 26%; further: some compounds called inactive have numbers as strong as hits
# bCat KO growth: primary screen for growth suppressors in beta-catenin knockout HCT116 cells (colon tumor, human) | HCT116 beta-catenin knockout viability, CellTiter-Glo, 60 h; active compounds read low | 140,000 tested, 1.5% active | viability, % at 10 µM;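 active means viability at or under a set limit, the compound median less 4 SD, cut at about 6% in these data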;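 further: 0% = Hyamine 1622 control at 20 µM and 100% = untreated cell control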
# HCT116 PTEN-null: growth suppression of PTEN-null HCT116, primary screen, cell-based, CellTiter-Glo | HCT116 PTEN-null viability, 60 h; active compounds read low | viability, % at 10 µM | 140,000 tested, 1.2% active;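 active means viability at or below a set limit, 4 SD under the median of all tested compounds, cut at about 3.7% in these data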;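 further: PTEN knockout HCT116 line with beta catenin targeted HCT116 as companion control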
# Starred values were filed as active, the others as inactive; x = no result given.
item	SMILES	MRP-1 activ	BB579 growth dn	Yeast life ext	GALR2 antag	NPY Y2 blocker	E-sel TNF inh	Phagocytosis inh	bCat KO growth	Measles CPE	HCT116 PTEN-null
1	CC(C)n1ncc(C(N)=O)c1N	-0.5	-7	-1	0	2	-13	-2	98	7	100
2	CC(=O)c1cccc(NC(=O)N2CCCC2C(=O)NCc2ccc(F)cc2)c1 (stereo not given)	-0.7	-41	-5	4	1	41	0	95	23	94
3	Cc1ccc2oc(-c3cccc(NC(=O)/C=C/c4cccc([N+](=O)[O-])c4)c3C)nc2c1	-3.4	-13	-6	-1	0	-26	x	61	4	65
4	O=C(O)c1ccccc1NCc1ccncc1	0.0	-38	-10	6	6	3	-2	104	4	93
5	Cc1ccc(NC(=O)/C(=C/c2cccc(Br)c2)NC(=O)c2ccco2)cc1	-1.7	3	2	6	3	29	x	90	8	83
6	Cn1cccc1C1(C(F)(F)F)NCCNC1=O (stereo not given)	-0.9	-49	-2	11	3	-79	0	93	18	105
7	COc1ccc(C(=O)/C=C/Nc2ccc([N+](=O)[O-])cc2C)cc1OC	1.1	-8	-13	0	2	x	0	97	4	87
8	COC(=O)[C@H](CCSC)NC(=O)NCc1ccccn1	-2.6	-16	-2	2	2	7	-1	95	11	101
9	O=C(OCN1C(=O)c2ccccc2C1=O)c1cccs1	-2.6	-13	-17	-11	1	-10	0	97	8	89
10	N#Cc1c(C(F)(F)F)cc(C2CC2)[nH]c1=O	-0.4	6	-5	8	11	3	0	101	15	104
11	CCOc1ccc(C(=O)Nc2cc(C)on2)cc1OCC	-0.1	-24	-8	14	0	-3	0	99	7	102
12	Cc1n[nH]c(=S)c2nn(-c3cccc(Cl)c3)c(C)c12	-2.1	-39	-11	-7	0	-10	0	75	7	98
13	CC(C)OCCCNC(=O)c1cccs1	-1.6	-25	-17	-8	-1	-7	-1	86	22	92
14	COc1cc(C(=O)Nc2ccc(S(=O)(=O)N3CCc4ccccc43)cc2)cc(OC)c1OC	-5.8	-56	-5	12	-2	8	-1	63	3	56
15	CCOC(=O)C1CCCN(C(=O)c2ccc(C)cc2O)C1 (stereo not given)	-2.1	-5	-9	4	1	x	0	80	28	85
16	CCOC(=O)C1(C(F)(F)F)N=C(c2cccnc2)OC(N2CCOCC2)=N1 (stereo not given)	-1.8	4	-4	9	-1	15	0	107	1	107
17	CC(=O)N(CCC(Cc1ccccc1)c1ccc2c(c1)OCO2)Cc1ccccc1F (stereo not given)	-3.2	-21	1	-7	17	6	-1	68	22	69
18	Cc1noc(C)c1COc1ccc(C(=O)OCC(=O)NC23CC4CC(CC(C4)C2)C3)cc1	0.6	-12	-8	-18	2	20	-2	92	15	93
19	O=S(=O)(c1ccc(F)cc1)N1CCN(c2ncnc3c2cnn3-c2ccccc2)CC1	0.5	1	-9	15	-2	x	0	95	17	102
20	COc1ccc(CCN2C(=O)c3[nH]nc(-c4ccccc4O)c3C2c2cccc(Cl)c2)cc1 (stereo not given)	-6.7	-53	-10	-6	3	-26	3	11	19	10
21	CCC(CC)C(=O)N=C1SC2CS(=O)(=O)CC2N1CCc1ccc(OC)cc1 (stereo not given)	-1.6	-26	0	-11	2	-7	-1	100	3	88
22	Cc1ccc(NC(=O)NC2CCCN2S(=O)(=O)c2ccc(Cl)cc2)cc1 (stereo not given)	1.4	-52	-3	-14	13	2	-1	90	24	87
23	O=C(COC(=O)c1cc([N+](=O)[O-])ccc1NCc1ccccc1)NC1CCCCC1	-2.7	10	-7	4	6	x	-6	46	5	53
24	O=C(/C=C/c1ccc(Cl)cc1Cl)NCc1ccco1	1.8	-37	-28	2	4	x	x	102	6	96
25	Cc1cccc2cc(CN(Cc3cccs3)C(=S)NCc3ccco3)c(=O)[nH]c12	6.0*	-6	1	4	2	x	x	75	17	73

# Quoted at random: two compounds from above.
item	SMILES	MRP-1 activ	BB579 growth dn	Yeast life ext	GALR2 antag	NPY Y2 blocker	E-sel TNF inh	Phagocytosis inh	bCat KO growth	Measles CPE	HCT116 PTEN-null
12	Cc1n[nH]c(=S)c2nn(-c3cccc(Cl)c3)c(C)c12	-2.1	-39	-11	-7	0	-10	0	75	7	98
14	COc1cc(C(=O)Nc2ccc(S(=O)(=O)N3CCc4ccccc43)cc2)cc(OC)c1OC	-5.8	-56	-5	12	-2	8	-1	63	3	56

# Further records:
item	SMILES	MRP-1 activ	BB579 growth dn	Yeast life ext	GALR2 antag	NPY Y2 blocker	E-sel TNF inh	Phagocytosis inh	bCat KO growth	Measles CPE	HCT116 PTEN-null
26	O=C(c1ccc(CN2CCOCC2)cc1)N1CCN(c2cccc(Cl)c2)CC1	-2.3	-42	-7	13	1	-12	x	81	2	71
27	COc1ccc(C)cc1NC(=O)CSc1nnc(COc2ccc(C)cc2)n1Cc1ccco1	1.4	-21	-2	6	6	x	2	71	3	63
28	COCCCN(C(=O)Nc1cccc(Cl)c1)C(C)c1ccccn1 (stereo not given)	-0.9	-7	x	4	1	-12	x	80	18	96
29	CCOc1ccc(C2=C(C=C(C#N)C#N)C(c3ccccc3)c3ccccc3O2)cc1 (stereo not given)	-3.6	-28	3	-6	0	x	-11	85	10	86
30	O=C(/C=C/c1ccccc1[N+](=O)[O-])Nc1cccnc1	-1.2	-17	0	8	3	-24	-3	93	9	92
31	CC(C)(C)n1ncc2c(=O)n(CC(=O)c3ccccc3)cnc21	-2.1	-26	-2	-2	13	-8	x	82	13	93
32	Cc1cccc(C)c1NC(=S)NC(=O)CCc1ccccc1	-4.6	-15	-15	-2	4	-66	6	64	14	55
33	CCC(C(=O)O)N1C(=O)/C(=C/c2cccn2C)SC1=S (stereo not given)	-0.8	-31	15	0	10	x	-12	97	5	105
34	CC1CCOC(c2coc3ccccc3c2=O)O1 (stereo not given)	-3.0	-12	11	4	0	x	3	87	16	87
35	CCNC(=S)NS(=O)(=O)c1ccc(C)cc1	-0.3	15	2	-10	1	29	-6	103	14	106
36	COc1cccc2c1OC1(C)CC2/C(=C(\C)O)C(=O)N1 (stereo not given)	-0.2	-8	-10	-13	0	x	x	100	26	97
37	O=C1Nc2ccccc2OC1CC(=O)N1CCN(c2cccc(C(F)(F)F)c2)CC1 (stereo not given)	-0.9	-43	-11	-18	12	-13	0	76	9	76
38	O=C(Nc1ccc(-c2nnc(-c3ccccc3)o2)cc1)C1CCCO1 (stereo not given)	-1.3	-28	-17	15	-1	26	1	89	1	100
39	COc1cc(OC)c(-n2cc(-c3ccc(Cl)cc3)[nH]c2=O)cc1Cl	-1.8	-22	-1	-11	2	x	-1	94	11	92
40	Clc1ccccc1N/N=C/c1ccc2c(c1)OCO2	-2.9	90*	-7	8	1	4	3	68	10	66
41	Cc1cc(=O)n(CCC(=O)O)c2ccccc12	-0.7	2	-6	0	-2	x	0	107	16	110
42	Cc1ccccc1OCC(O)Cn1c(Br)nc2c1c(=O)n(C)c(=O)n2C (stereo not given)	-1.4	5	1	10	2	-17	-3	88	10	82
43	C[N+]1(CCN2C(=O)C3CC=C(Cl)CC3C2=O)CCOCC1 (stereo not given)	-3.3	9	1	-11	3	-11	-2	93	14	92
44	COC(=O)CSc1nnnn1-c1cccc2ccccc12	-1.5	-13	-26	-10	2	-23	-1	102	5	101
45	N#Cc1c(NC(=O)CCN2C(=O)c3ccccc3C2=O)oc(-c2ccccc2)c1-c1ccccc1	2.2	-20	0	6	5	x	-2	104	2	94
46	CCS(=O)(=O)NCc1csc(C)n1	-2.7	-39	-17	3	0	-51	-1	105	3	107
47	O=C(O)/C=C/C(=O)NNC(=O)c1ccccc1Br	-0.4	-36	-12	8	3	-59	x	115	4	106
48	COc1cccc(NC(=O)CN2C(=O)C3(OCCCO3)c3ccccc32)c1	-1.4	3	-17	18	0	-6	0	88	22	82
49	CC(C)(C)OC(=O)N/N=C/c1c[nH]c2ccccc12	-1.9	-19	-6	-6	1	10	-2	97	1	86
50	CCOC(=O)C1=NN(c2ccc([N+](=O)[O-])cc2)CC1C(=O)OC (stereo not given)	0.0	-26	-4	11	1	x	-7	100	13	107

# Next section
item	SMILES	MRP-1 activ	BB579 growth dn	Yeast life ext	GALR2 antag	NPY Y2 blocker	E-sel TNF inh	Phagocytosis inh	bCat KO growth	Measles CPE	HCT116 PTEN-null
51	Cc1ccc(C(=O)CSc2cnc3ccccc3n2)cc1C	1.0	2	-4	4	12	x	-2	94	12	93
52	COc1ccccc1NC(=O)CN(c1ccc(C23CC4CC(CC(C4)C2)C3)cc1)S(C)(=O)=O	-3.8	-51	-3	-8	4	-62	-1	22	4	34
53	COCCNC(=O)c1ccc2c(c1)nc(C)n2-c1cc(OC)c(OC)c(OC)c1	-0.3	9	-28	-7	1	-3	x	111	6	112
54	O=C(NCc1ccncc1)Nc1ccccc1	-0.7	-13	-4	-1	4	13	0	98	9	112
55	Cc1ccc(SCCC(=O)Nc2ccc(OCc3ccccc3)cc2)cc1	-0.6	-49	2	-4	4	-6	-7	84	12	92
56	COc1cc(NC(=O)C(F)(F)F)cc(OC)c1	-2.8	-13	-9	-2	2	-10	-1	89	8	100

# In the list so far, nine have a Cl atom.
item	SMILES	MRP-1 activ	BB579 growth dn	Yeast life ext	GALR2 antag	NPY Y2 blocker	E-sel TNF inh	Phagocytosis inh	bCat KO growth	Measles CPE	HCT116 PTEN-null
12	Cc1n[nH]c(=S)c2nn(-c3cccc(Cl)c3)c(C)c12	-2.1	-39	-11	-7	0	-10	0	75	7	98
20	COc1ccc(CCN2C(=O)c3[nH]nc(-c4ccccc4O)c3C2c2cccc(Cl)c2)cc1 (stereo not given)	-6.7	-53	-10	-6	3	-26	3	11	19	10
22	Cc1ccc(NC(=O)NC2CCCN2S(=O)(=O)c2ccc(Cl)cc2)cc1 (stereo not given)	1.4	-52	-3	-14	13	2	-1	90	24	87
24	O=C(/C=C/c1ccc(Cl)cc1Cl)NCc1ccco1	1.8	-37	-28	2	4	x	x	102	6	96
26	O=C(c1ccc(CN2CCOCC2)cc1)N1CCN(c2cccc(Cl)c2)CC1	-2.3	-42	-7	13	1	-12	x	81	2	71
28	COCCCN(C(=O)Nc1cccc(Cl)c1)C(C)c1ccccn1 (stereo not given)	-0.9	-7	x	4	1	-12	x	80	18	96
39	COc1cc(OC)c(-n2cc(-c3ccc(Cl)cc3)[nH]c2=O)cc1Cl	-1.8	-22	-1	-11	2	x	-1	94	11	92
40	Clc1ccccc1N/N=C/c1ccc2c(c1)OCO2	-2.9	90*	-7	8	1	4	3	68	10	66
43	C[N+]1(CCN2C(=O)C3CC=C(Cl)CC3C2=O)CCOCC1 (stereo not given)	-3.3	9	1	-11	3	-11	-2	93	14	92

# Source: PubChem
